M4 ag = CHRM4 agonism in calcium assay. CHO-K1 hM4/Gqi5, Fluo-8 calcium fluorescence; vehicle 0%, full acetylcholine response 100%. activation, % at 3 µM. 360,000 tested, 0.14% active;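 active = activation above the run mean over all test wells plus 3 SD, cut at about 32% in these data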;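 note: peak over basal fluorescence ratio per well then scaled between controls; 0% = DMSO wells and 100% = acetylcholine at EC100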
Target sequence (P08173 whole entry, looked up): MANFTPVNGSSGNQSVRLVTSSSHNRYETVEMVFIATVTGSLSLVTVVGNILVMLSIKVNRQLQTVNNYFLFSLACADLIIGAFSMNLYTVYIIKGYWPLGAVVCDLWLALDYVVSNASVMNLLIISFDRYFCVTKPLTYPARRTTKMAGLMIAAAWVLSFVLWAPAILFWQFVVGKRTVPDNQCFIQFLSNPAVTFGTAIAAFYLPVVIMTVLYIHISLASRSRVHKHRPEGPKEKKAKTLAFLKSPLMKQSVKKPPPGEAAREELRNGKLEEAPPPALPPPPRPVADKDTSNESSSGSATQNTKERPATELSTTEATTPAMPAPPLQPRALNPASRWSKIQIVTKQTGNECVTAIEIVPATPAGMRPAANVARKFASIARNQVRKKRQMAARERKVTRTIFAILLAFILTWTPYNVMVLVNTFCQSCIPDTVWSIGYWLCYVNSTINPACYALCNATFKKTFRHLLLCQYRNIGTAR
CHRM5 antagonist = antagonists of human muscarinic M5 receptor (CHRM5). P08912. 360,000 tested, 0.59% active. CHO-hM5 cells, Fluo-8 calcium fluorescence, ACh EC80. inhibition, % at 3 µM;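 active = inhibition above a per-plate cutoff, the mean of that plate's test compounds plus 3 SD, cut at about 27% in these data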;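 note: 0% = acetylcholine EC80 with DMSO and 100% = DMSO without agonist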
M5 ag = CHRM5 agonism in calcium assay | AID 624037 | CHO-K1 hM5 cells, Fluo-8 calcium fluorescence; 0% DMSO wells, 100% maximal acetylcholine response | activation, % at 3 µM | P08912 | 360,000 tested, 0.19% active;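 active = activation above the run's mean over test compounds plus 3 SD, cut at about 23% in these data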;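 note: signal is peak over basal fluorescence ratio across the kinetic read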
M4 PAM = positive allosteric modulators of human muscarinic M4 receptor; activation, % at 3 µM; P08173; CHO-K1 hM4/Gqi5, Fluo-8 calcium fluorescence, ACh EC20; 0% = ACh EC20, 100% = maximal ACh; 360,000 tested, 0.4% active;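 active = activation above its plate's cutoff, the mean activation of sample wells plus 3 SD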; note: some results filed as inactive read as strong as hits
CHRM1 PAM = positive allosteric modulators of human M1 muscarinic receptor; P11229; CHO-K1 hM1, Fluo-8 calcium fluorescence, ACh EC20; 0% = ACh EC20, 100% = maximal ACh; activation, % at 3 µM; 360,000 tested, 0.088% active; AID 588819; in the data active = activation above about 19%, passing the limit was not always enough
Target sequence (P11229 whole entry, looked up): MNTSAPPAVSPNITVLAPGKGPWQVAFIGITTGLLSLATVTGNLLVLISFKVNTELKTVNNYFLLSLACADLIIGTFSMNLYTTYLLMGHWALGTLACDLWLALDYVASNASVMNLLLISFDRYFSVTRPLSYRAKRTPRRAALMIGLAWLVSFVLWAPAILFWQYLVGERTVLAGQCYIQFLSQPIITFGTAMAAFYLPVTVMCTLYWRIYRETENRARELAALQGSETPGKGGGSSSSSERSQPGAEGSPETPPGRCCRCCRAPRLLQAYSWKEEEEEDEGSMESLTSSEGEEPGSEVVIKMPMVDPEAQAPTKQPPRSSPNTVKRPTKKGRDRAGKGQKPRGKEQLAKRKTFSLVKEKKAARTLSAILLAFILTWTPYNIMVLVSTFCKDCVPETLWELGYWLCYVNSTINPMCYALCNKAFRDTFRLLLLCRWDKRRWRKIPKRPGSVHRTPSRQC
CRFR2-BP antag = antagonists of CRF-binding protein/CRF-R2 receptor complex. HEK293 CRF-R2/CRF-BP, CRF-induced calcium fluorescence. inhibition, % at 11.8 µM. 350,000 tested, 0.59% active. AID 588475;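 active = inhibition of the ligand-induced calcium signal above about 50% at the single tested concentration, limit read from the data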
M4 antag = blocks acetylcholine activation of human M4 receptor; P08173; CHO-hM4 cells, ACh EC80, Fluo-8 calcium fluorescence; inhibition, % at 3 µM; 360,000 tested, 0.73% active; AID 624125;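 active = inhibition above its plate's cutoff, the mean inhibition of sample wells plus 3 SD, cut at about 27% in these data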;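 note: 0% = acetylcholine EC80 with DMSO and 100% = DMSO without agonist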
M5 PAM = CHRM5 positive allosteric modulation. CHO-K1 hM5, Fluo-8 calcium, ACh EC20 PAM; 0% = ACh EC20, 100% = ACh EC100. activation, % at 3 µM. 360,000 tested, 0.3% active. AID 624038;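 active = activation above the run cutoff, the mean activation of all test compounds plus 3 SD, cut at about 18% in these data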
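System – CHO-K1 hM5 cells · Compound – 3 µM, single dose · Incubation – compound preincubation 140 s before EC20 acetylcholine addition · Technique – Fluo-8 calcium fluorescence · Measure – Max/basal fluorescence ratio as % of EC20–EC100 ACh window · Benchmarks – low control EC20 acetylcholine (0%), high control EC100 acetylcholine (100%) · Replication – singlicate, one well per test compound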
CRFR2-BP ag = agonists of human CRF-binding protein/CRF-R2 receptor complex | HEK293 CRF-R2/CRF-BP, calcium dye fluorescence (FLIPR); percent of saturating CRF peptide response | activation, % at 13.2 µM | 350,000 tested, 0.46% active;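 active = activation of at least 50%, plus an integration ratio under a set limit after plate pattern correction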;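 note: plate controls were neutral control wells without compound for no effect and CRF at EC100 for full effect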
* = called active by the depositor.

No.	Structure	CHRM1 PAM	M4 ag	M4 PAM	CRFR2-BP antag	CHRM5 antagonist	M5 PAM	CRFR2-BP ag	M5 ag	M4 antag
1	CCOc1ccc(S(=O)(=O)N2CCCC(C(=O)NCC3CCCO3)C2)cc1Cl (stereo not drawn)	11.7	2.8	11.3	-1.7	-0.4	-2.9	-0.1	-3.1	-21.7
2	O=C(CN1C(=O)C(=O)c2ccccc21)c1ccccc1	14.3	2.6	-1.2	4.5	2.0	1.1	0.4	-0.8	9.8
3	COc1ccc(CCNS(=O)(=O)c2cc(/C=C/C(=O)O)ccc2C)cc1OC	10.0	0.6	5.0	-14.3	13.1	-0.5	3.9	-1.5	-2.4
4	Cc1ccc(NC(=O)CN2C(=O)NC(Cc3ccccc3)C2=O)cc1 (stereo not drawn)	2.7	0.2	3.5	-31.0	-5.8	-0.8	1.9	-0.8	-1.2
5	COc1ccc(S(=O)(=O)Nc2ccc3oc(C)c(C(=O)O)c3c2)cc1	12.8	0.3	5.3	4.8	-0.2	-0.2	-1.5	-0.5	-9.7
6	CC(=O)Cc1nsc(NC(=O)c2ccc(-c3ccc(Cl)c(Cl)c3)o2)n1	5.2	0.5	-2.5	-0.6	-8.1	12.2	-3.4	4.2	-3.2
7	O=C(O)c1ccccc1NC(=O)C1C2C=CC(C2)C1C(=O)O (stereo not drawn)	13.9	0.1	-2.9	-6.9	-4.0	3.4	-0.1	3.1	4.2
8	COc1ccc(C(C)=O)cc1COc1ccc(F)cc1	-4.9	-2.1	-4.8	-5.3	7.2	0.2	-1.1	-6.0	0.6
9	CC1CCC/C(=N\NC(=O)Nc2ccccc2)C1 (stereo not drawn)	1.9	0.6	21.6	-34.0	-2.4	-0.4	-4.8	-3.1	-20.5
10	O=C(COC(=O)c1sc2ccccc2c1Cl)Nc1ncc(Cl)cc1Cl	11.8	0.0	3.6	-10.9	-3.0	3.8	4.5	1.7	0.5
11	CCCc1cc(=O)oc2c(CN(CC)CC)c(O)c(Cl)cc12	6.6	0.6	11.0	16.1	-5.0	17.1	-1.6	1.8	5.2
12	CC(=NCCCn1ccnc1)C1=C(O)c2ccccc2C1=O	5.8	0.6	8.6	5.0	3.9	3.0	-0.5	-2.0	1.8
13	CCOc1ccc(OCC(O)CN2CCc3ccccc3C2)cc1 (stereo not drawn)	1.5	1.6	-0.9	-11.6	7.3	-4.7	0.3	-5.1	-4.7
14	CC(=O)Nc1ccccc1NC(=O)c1ccc(C)c(C)c1	6.6	0.6	-1.3	-4.3	11.8	-0.8	-1.2	-0.6	1.4
15	CCCCNC(=O)c1ccc(CS(=O)(=O)c2ccc(OC)cc2)o1	5.4	2.4	-2.0	-3.3	-3.9	-6.8	-0.2	-0.3	-26.1
16	C[C@H](NC(N)=O)C(=O)OCC(=O)Nc1ccc(OC(F)F)cc1	6.0	1.1	-4.2	-77.3	6.6	0.1	4.5	-0.5	7.2
17	Cn1ccnc1SCC(=O)c1c(N)n(C)c(=O)n(C)c1=O	0.6	-1.6	4.6	9.0	-0.7	4.2	0.4	4.5	-6.1
18	CC(C)[C@H](NC(=O)c1ccco1)C(=O)OCC(=O)Nc1ccc(F)cc1	6.2	0.6	4.2	10.3	-6.7	3.7	-1.1	-1.8	-9.8
19	COc1ccc(C(=O)Nc2cc(C(C)=O)c(C)oc2=O)cc1	11.7	1.1	0.8	-47.0	-3.7	-0.5	-0.1	-0.7	9.5
20	COc1ccc(NC(=O)c2cccc3ccccc23)cc1OC	7.4	4.8	5.0	5.2	-4.5	-0.4	-3.5	-1.7	-28.4
21	O=C(NCc1cccnc1)c1csc2c1CCCC2	5.8	-0.9	5.6	13.3	3.3	4.2	-2.1	-3.6	-3.2
22	CN1CCN(c2ccc(Cl)cc2NC(=O)CC2OC(=O)c3ccccc32)CC1 (stereo not drawn)	1.6	1.5	2.8	2.1	20.9	-3.7	-0.5	-4.9	2.1
23	COc1cccc(NC(=O)COC(=O)CCC(=O)c2cccs2)c1	4.5	1.4	2.5	-9.4	-2.5	5.9	-2.9	-0.3	-0.5
24	CC(C)CCSc1nc2c(c(=O)[nH]c(=O)n2C)n1CCc1ccccc1	1.0	0.1	12.7	-19.1	6.0	3.1	-1.4	-0.8	-4.8
25	Cc1ccc(N=c2sc(C)c(C)n2C)cc1	0.1	-0.1	3.3	2.3	-16.3	9.1	-0.7	-6.3	-11.5
26	COc1ccc(NC(=O)CS(=O)(=O)Cc2ccccc2)c([N+](=O)[O-])c1	14.0	3.0	2.2	-3.6	3.0	-0.5	-0.9	-3.6	-4.0
27	CC(C)(C)NC(=O)Cn1c(SCC(=O)NCc2cccs2)nc2ccccc21	2.7	-0.1	6.9	0.3	-4.8	-2.5	-3.5	2.0	-5.2
28	O=S(=O)(N1CCCCC1)N1CCN(CC(O)COc2ccc3cc(Br)ccc3c2)CC1 (stereo not drawn)	1.4	3.4	-6.2	-42.9	12.6	-6.5	9.9	-0.9	5.1
29	Cc1cc(C)cc(N(CC(=O)Nc2ccccc2)C2=NC3CS(=O)(=O)CC3S2)c1 (stereo not drawn)	18.3	0.9	4.1	-8.0	6.9	-2.2	-2.4	8.0	-2.2
30	COc1cccc(/C=N/n2c(-c3cc(C)[nH]n3)n[nH]c2=S)c1OC	3.5	0.1	-9.0	-6.2	-0.5	0.8	-1.1	5.2	5.1
31	O=C(CN1CCN(c2ccccc2)CC1)Nc1ccc(F)cc1	10.4	1.2	4.0	-6.7	8.7	-0.3	0.7	-3.0	1.4
32	Cc1ccc(N2C(=O)NC(NC(=O)c3ccc(Cl)cc3)(C(F)(F)F)C2=O)cc1 (stereo not drawn)	5.5	0.5	0.7	5.1	3.5	-7.0	-1.8	-2.4	-10.4
33	O=C(Cn1cc[n+](Cc2ccccc2)c1)c1ccc([N+](=O)[O-])cc1	-3.9	0.4	-9.9	-3.5	5.2	5.8	0.0	-9.8	2.9
34	O=C(CN1CCN(Cc2ccccc2Cl)C1=O)NC1CCCCCCC1	-3.3	4.4	1.2	-4.7	10.7	-5.3	-1.3	-3.4	-6.8
35	O=C1CC(N2CCC(Cc3ccccc3)CC2)C(=O)N1CCc1ccccc1 (stereo not drawn)	-3.5	7.8	-7.0	-19.0	1.5	1.1	-0.6	3.2	6.7
36	CCOc1ccc(-c2cc(CCCC(=O)NCCc3ccccc3)no2)cc1	6.4	1.4	1.4	15.6	-1.8	-1.3	1.3	-2.8	-5.8
37	NC(=O)Cc1nc(-c2ccc([N+](=O)[O-])cc2)cs1	-4.1	1.8	4.8	-6.4	7.2	-5.2	-1.7	0.3	1.1
38	CCCn1c(=O)c2ccccc2n2c(SCC(=O)c3ccccc3)nnc12	-7.2	0.4	-1.3	11.1	-0.9	-2.5	0.9	1.1	11.0
39	COc1ccc(-n2nc([N+](=O)[O-])c(=NCc3cccnc3)n2O)cc1	5.4	1.2	-5.6	24.1	-2.5	-3.4	-1.9	-0.2	11.7
40	Cc1cccc(/C=C(\C(=O)C(=O)O)c2ccc3ccccc3n2)c1	5.0	0.0	8.0	-21.3	-1.3	5.7	9.3	-4.8	-5.4
41	CC(C)C(NC(=O)OCc1ccccc1)C(=O)OCC(=O)NCc1ccco1 (stereo not drawn)	-4.9	0.5	-4.9	21.2	0.9	-1.4	-0.1	-3.6	9.3
42	CCN(CC)CCCn1c2c(c(SCC(=O)Nc3nc(C)cs3)nc1=O)CCC2	-7.6	-0.4	-3.6	-4.3	9.2	-4.0	-0.8	-3.2	10.7
43	CCCC(=O)Nc1ccc(C(=O)N/N=C2\CC(=O)CC(C)(C)C2)cc1	-1.9	0.2	0.7	-8.6	1.5	-5.6	6.0	-2.5	4.7
44	CCN(CC)CCC(=O)NN	14.6	3.4	6.9	14.5	5.1	4.0	0.2	0.2	-1.5
45	CCOc1cc(S(=O)(=O)Nc2ccc(CC)cc2)ccc1Cl	1.6	-0.8	-8.0	-10.6	9.6	-13.8	-1.6	-3.5	1.2
46	COc1cccc(NC(=S)NN=C2CCC(C(C)(C)C)CC2)c1 (stereo not drawn)	6.5	-1.7	1.1	-19.7	4.4	-0.1	0.1	-4.7	-5.1
47	C/C(=N/O)c1c(O)c(C)c(-c2ccccc2)n(-c2ccccc2)c1=O	3.7	-1.4	1.1	2.1	-7.6	3.4	-0.2	-1.4	2.0
48	CCOC(=O)C1=C2SCCN2C(=O)C(C#N)C1(C)C (stereo not drawn)	0.7	1.0	1.0	-8.4	-10.6	-4.9	-4.5	-1.6	1.6
49	Clc1ccc(Cl)c(-c2nn3c(COc4ccccc4)nnc3s2)c1	0.1	-0.8	-6.7	-50.1	-6.5	3.6	-0.7	0.5	-0.6
50	CN(C(=O)c1ccco1)c1nc(-c2ccc(F)cc2)cs1	3.5	0.6	-2.1	9.9	4.3	0.3	-0.6	1.9	-5.6
51	O=C(Cc1c(Cl)cccc1Cl)Nc1cccc(S(=O)(=O)N2CCOCC2)c1	-0.7	1.7	-3.4	-9.7	17.3	-6.1	-1.7	-14.5	-1.2
52	COc1ccc(CN2C(=O)C(CC(=O)NCCCN(C)C)CC(C(=O)N(C(C)C)C(C)C)=C2C)cc1 (stereo not drawn)	12.4	0.0	5.2	19.8	4.4	0.8	-0.8	0.4	-4.6

Bioassay records deposited in PubChem by several laboratories.
